# Screens deposited in PubChem BioAssay by National Center for Advancing Translational Sciences (NCATS).
# Pol kappa inh: blocks human DNA polymerase kappa activity; Q9UBT6; purified Pol kappa, fluorescent DNA synthesis assay, 10 min; Potency, µM (highest dose often 107 µM), for the others: at the top dose activity, negative = inhibition, usual class: inhibitors; 400,000 compounds, 0.53% hits; AID 588579; note: % is set by controls: 0 for no effect and ±100 for the full control effect
#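 Here, compound and 10 nM enzyme are combined for 15 min at room temperature; adding 50 nM substrate (final) starts DNA synthesis, tracked by fluorescence at 0 and 10 min against buffer-only wells.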
# POLI inh: inhibitors of human DNA polymerase iota. Q9UNA4. Pol iota fluorescent replication assay, 10 min. Potency, µM (highest dose often 115 µM), without a hit: at the top dose activity, negative = inhibition, most hits filed as inhibitors. 390,000 compounds, 1% hits. AID 588590
#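 Fluorescent replication assay read twice, at 0 min and 10 min after adding 50 nM (final) substrate. Enzyme (10 nM) and compounds were first incubated 15 min at room temperature; enzyme-free buffer wells were negative controls.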
# Apoferritin bind: candidate novel general anesthetic via apoferritin binding; apoferritin/1-aminoanthracene competitive binding, fluorescence; Potency, µM (series often up to 77.5 µM), for the others: top-dose activity change, negative = displacement, actives largely listed as inhibitors; 350,000 compounds, 0.074% hits; note: % is set by controls: 0 for no effect and ±100 for the full control effect; nearly all actives have a fitted effect of over 20% in size
# Target sequence (P02791 2-175 limits assumed): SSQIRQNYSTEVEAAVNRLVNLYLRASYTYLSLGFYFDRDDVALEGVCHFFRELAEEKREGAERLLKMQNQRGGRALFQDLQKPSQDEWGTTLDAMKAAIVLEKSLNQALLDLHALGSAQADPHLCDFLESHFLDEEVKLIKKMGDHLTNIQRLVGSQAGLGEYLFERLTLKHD
#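 Steps: apoferritin (10 uM) was premixed with half-saturated 1-AMA in PBS, compounds were pin-transferred, plates stood 10 min at room temperature, fluorescence was read at 380/535 nm, and curves were fitted with a Hill equation.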
# Pol beta inh: DNA polymerase beta (human) inhibition. P06746. AID 485314. Pol beta primer extension/strand displacement, fluorescence kinetic. 340,000 compounds, 1.3% hits. Potency, µM (top dose mostly 114 µM), for the others: at the top dose activity change, negative = inhibition, actives largely listed as inhibitors; note: % is set by controls: 0 for no effect and ±100 for the full control effect
#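 Pol beta (10 nM) and compounds were preincubated 15 min at room temperature, then 50 nM substrate (final) started primer extension/strand displacement. Reads were taken at 0 and 10 min; concentration-response data were fitted to a four-parameter Hill equation.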
# POLH inh: DNA polymerase eta (human) inhibition; Q9Y253; recombinant Pol eta, fluorescent DNA replication assay; Potency, µM (highest dose often 114 µM), inactives show top-dose activity change, negative = inhibition, most hits filed as inhibitors; 390,000 compounds, 1.2% hits; note: % is set by controls: 0 for no effect and ±100 for the full control effect
#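 Pol eta (10 nM) was preincubated with compounds for 15 min at room temperature, after which fluorescent replication substrate (50 nM final) was added to start the reaction. Fluorescence was read kinetically at 0 and 10 min.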
# BLM inh: inhibitors of human Bloom syndrome helicase BLM; Potency, µM (doses to about 56.1 µM), inactives show at the top dose activity change, negative = inhibition, hits mostly inhibitors; 350,000 compounds, 0.2% hits; AID 2528; recombinant BLM DNA unwinding, fluorescence dequenching; P54132;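 note: plate controls were vehicle for no effect and no enzyme for full effect; nearly all actives have a fitted effect of over 35% in size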
# BAZ2B inh: BAZ2B (human) inhibition; AID 504333; AlphaScreen BAZ2B-H3K14Ac peptide displacement; Q9UIF8; 360,000 compounds, 4.4% hits; Potency, µM (doses to about 114 µM), for the others: top-dose activity change, negative = inhibition, hits mostly inhibitors; note: % is set by controls: 0 for no effect and ±100 for the full control effect; nearly all actives have a fitted effect of over 60% in size
#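 BAZ2B 50 nM plus b-H3(5-23)K14Ac 50 nM, PBS pH 7.4/0.01% Tween-20, 30 min RT; compound added (max 110 uM), 30 min RT; streptavidin donor/Ni-chelate acceptor beads 10 ug/mL final, 20 min dark; AlphaScreen read.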
# APE1 inh: APE1 (human) endonuclease inhibition; recombinant APE1, TAMRA/BHQ-2 abasic DNA cleavage fluorescence; 350,000 compounds, 0.35% hits; P27695; AID 2517; Potency, µM (top dose mostly 65.8 µM), for inactives: at the top dose activity change, negative = inhibition, actives largely listed as inhibitors;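 note: plate controls were vehicle for no effect and reference inhibitor for full effect; nearly all actives have a fitted effect of over 55% in size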
# Target sequence (P27695 whole entry, looked up): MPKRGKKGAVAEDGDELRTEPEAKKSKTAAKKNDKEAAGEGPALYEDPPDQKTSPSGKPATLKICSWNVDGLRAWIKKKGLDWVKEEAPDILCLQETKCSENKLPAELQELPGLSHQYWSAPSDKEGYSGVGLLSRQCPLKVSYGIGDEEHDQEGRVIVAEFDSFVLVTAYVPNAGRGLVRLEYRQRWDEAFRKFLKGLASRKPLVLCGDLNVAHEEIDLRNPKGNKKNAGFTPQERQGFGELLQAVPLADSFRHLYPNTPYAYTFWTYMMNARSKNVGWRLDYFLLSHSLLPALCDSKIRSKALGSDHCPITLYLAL
#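 Enzyme (0.75 nM final) and test compound are incubated 15 min at room temperature before adding 50 nM quenched THF abasic-site duplex. Cleavage dequenches TAMRA, followed at 525/598 nm over three reads one minute apart.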
# G9a inh: inhibitors of human histone lysine methyltransferase G9a; Q96KQ7; G9a H3K9 monomethylation, AlphaScreen, 2 h; Potency, µM (doses to about 102 µM), inactives show at the top dose activity, negative = inhibition, actives largely listed as inhibitors; 350,000 compounds, 8.8% hits; AID 504332; note: % is set by controls: 0 for no effect and ±100 for the full control effect; nearly all actives have a fitted effect of over 75% in size
# Target sequence (Q96KQ7 913-1193 limits assumed): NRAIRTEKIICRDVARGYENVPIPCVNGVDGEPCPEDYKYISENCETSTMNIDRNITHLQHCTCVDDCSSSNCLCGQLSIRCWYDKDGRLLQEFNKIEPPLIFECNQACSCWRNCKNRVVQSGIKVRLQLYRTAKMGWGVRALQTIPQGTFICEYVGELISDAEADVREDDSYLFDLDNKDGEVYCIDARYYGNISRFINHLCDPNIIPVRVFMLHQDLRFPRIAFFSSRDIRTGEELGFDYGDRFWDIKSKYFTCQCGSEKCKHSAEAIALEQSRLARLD
#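 G9a (20 nM) was preincubated 15 min with compound, then reacted 2 h at room temperature with 500 nM biotin-H3K9 peptide and 20 µM SAM. Monomethyl-H3K9 detected by AlphaScreen using anti-H3K9me1 antibody.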
# * marks the source's active call; other numbers are inactive results; ? = inconclusive; nt = not tested or not shown; [ ] = another dose, or the depositor's remark. Calls come from the whole dose curve; as a rule, active = well fitted curve in the direction sought with a large enough effect; inconclusive = small, poorly fitted or top-dose-only effect, or another doubt; inactive = no such curve, though single readings can be large; an effect the other way counts as inactive or inconclusive. Potency is the fitted concentration of half-maximal effect.
item | SMILES | APE1 inh | G9a inh | POLI inh | Pol beta inh | BLM inh | Apoferritin bind | POLH inh | Pol kappa inh | BAZ2B inh
1 | CC1(C)CC(=O)CC2(C1)NCC(c1ccccc1Cl)c1c2[nH]c2ccccc12 (stereo not drawn) | -7% | ? | 61%[activator] | ? | -9% | ? | -33% | -8% | ?
2 | COc1ccc(CNC(=O)CSc2nc3ccccc3nc2Cc2ccccc2)cc1 | nt | 2%[59 µM] | -4% | 1% | -1% | 3% | -6% | -3%[60.1 µM] | 3%
3 | C=CCN(C(=O)Nc1ccc(OC)cc1)c1nnc(-c2ccncc2)s1 | 28% | 1%[59 µM] | 7% | -2% | -8% | ? | 11% | -7% | -37%
4 | CCN(CC)CCNC(=O)c1c(O)c2c([nH]c1=O)CCCC2 | 1% | 79µM* | 22% | 10% | 5% | -15% | -7% | 5% | -6%
5 | COc1cccc(NC(=O)c2ccc3c(SCC(=O)O)c4c(nc3c2)CCCC4)c1 | 8% | -21% | 25% | -22% | -3% | 1% | -15% | 8% | -24%
6 | Cc1ccc(OCC(=O)NCCc2nc3ccccc3[nH]2)c(C)c1 | -3% | -23% | 20% | -13% | 0% | -10% | -12% | -1% | -21%
7 | N#CC1=C(N)Oc2n[nH]c(-c3ccc(F)cc3)c2C1c1cccnc1 (stereo not drawn) | -2% | ? | 58%[activator] | -2% | 0% | -2% | -3% | -16% | 1%
8 | CC(=O)c1cnc(Nc2ccc(C)cc2)s1 | 1% | ? | 35%[activator] | -4% | -2% | -17% | -2% | -19% | -24%
9 | Cc1cccc(NC(=O)CNC(=O)Cn2cc(C(F)(F)F)cc(Cl)c2=O)c1C | 13% | ? | 38%[activator] | nt | nt | nt | -19% | 4% | 9%
10 | Cc1csc(C(=O)O)c1NC(=O)c1cccc([N+](=O)[O-])c1 | -7% | 6%[59 µM] | 6% | 12% | -15% | -1% | -8% | 0% | ?
11 | CC(C)CNC(=O)CSc1nc2scc(-c3ccccc3)c2c(=O)[nH]1 | -1% | 11µM* | 17% | -29% | -5% | -15% | ? | 11% | -24%
12 | CCC1(C(=O)OC)NC(c2ccco2)C2C(=O)N(c3ccc(C)cc3)C(=O)C21 (stereo not drawn) | -2% | ? | -11% | -10% | -2% | -20% | -8% | -8% | -7%
13 | O=C(c1cccc(Cl)c1)N1CCCC(C(=O)N2CCN(c3ccccc3)CC2)C1 (stereo not drawn) | 5% | nt | 22% | 30% | -3% | -11% | -14% | -12% | -9%
14 | COc1ccc(-c2nc(C)c(CCNC(=O)c3ccc(C(F)(F)F)cc3)s2)cc1OC | nt | -4%[59 µM] | -4% | -3% | -3% | -10% | -11% | -1%[60.1 µM] | 4%
15 | CCO[C@@H]1OC(C(=O)N2CCN(C)CC2)=C[C@H](C2CCCCC2)[C@H]1CCCO | 2% | 22%[59 µM] | 24% | 33% | -1% | -5% | -9% | 12% | -11%
16 | COc1ccc(CN2CC(C(=O)NCCCN3CCCCC3)CC2=O)cc1 (stereo not drawn) | 20% | -1% | -1% | 9% | 3% | -7% | -9% | -5% | -21%
17 | Cc1cc2cc(CNS(=O)(=O)c3ccc4ccccc4c3)ccc2n1C | -8% | ? | ? | -4% | -12% | 3% | -16% | -10% | ?
18 | CC(C)CN(c1ccccc1)S(=O)(=O)c1nnc(NC(=O)C2CCCCC2)s1 | nt | -33%[59 µM] | 8% | 2% | -25% | -1% | ? | -31% | -9%
19 | CCOc1ccc([N+](=O)[O-])c(N)c1 | 1% | -12% | 19% | -1% | 3% | -9% | -11% | -10% | 2%
20 | CSC1=C(C#N)C(=O)NC(c2ccc(Cl)cc2)S1 (stereo not drawn) | 2% | 32µM* | 3% | -30% | -1% | -1% | 79µM* | -6% | ?
21 | CCOC(=O)N1CCN(CCC(=O)Nc2cc([N+](=O)[O-])ccc2OC)CC1 | 6% | 15%[59 µM] | 9% | 24% | -3% | -4% | 2% | -6% | 6%
22 | CC(=O)Nc1ccc(C2=NN(c3ccccc3)C(c3ccccc3)C2)cc1 (stereo not drawn) | -19% | 45%[0.501 µM] | -2% | 6% | -4% | 45%[activator] | -13% | -2% | -3%
23 | Cc1cccc(OCC(=O)N/N=C/c2ccccc2C(=O)O)c1 | -10% | -20% | 61%[activator] | 1% | 0% | -22% | -4% | -3% | -18%
24 | CCn1c(SCC(=O)OC(C)C)nnc1-c1ccccc1OC | 0% | -25% | 14% | 0% | -3% | -6% | -12% | -13% | -16%
25 | O=C(Nc1ccnn1C1CCN(Cc2c[nH]c3ccccc23)CC1)c1ccccc1 | -6% | -9% | 27% | 1% | -6% | -4% | -10% | 5% | -23%
26 | CSc1nnc(-c2cc3ccccc3cc2O)n1C | 16% | ? | 8% | 25% | -2% | 45%[activator] | -14% | -7% | -4%
27 | O=C(CCS(=O)(=O)c1ccccc1)NCc1ccccc1 | 10% | nt | 8% | -7% | -3% | -4% | 0% | -4% | 0%
28 | COc1cccc(-c2csc(NC(C)=O)n2)c1 | -1% | 10µM* | 0% | -1% | -1% | 3% | -3% | -18% | 5%
29 | N#Cc1cccc(NC(=O)C2CCN(S(=O)(=O)c3ccc4[nH]c(=O)ccc4c3)CC2)c1 | nt | -3%[59 µM] | -11% | 0% | -6% | 8% | -15% | -4%[60.1 µM] | 0%
30 | CN(CC(=O)Nc1cccc(S(=O)(=O)N2CCCCC2)c1)Cc1ccc(F)cc1 | 14% | 3%[2.33 µM] | 7% | nt | nt | nt | -21% | -20% | -14%
31 | CC1CCCN(C(=O)c2cccc(S(=O)(=O)Nc3cc(C(F)(F)F)ccc3Cl)c2)C1 (stereo not drawn) | 6% | ? | 25% | 2%[57.1 µM] | 1% | -10% | -13% | -11% | -5%
32 | CCOc1ccccc1NC(=S)N(Cc1cc2ccc(C)cc2[nH]c1=O)CC1CCCN1CC (stereo not drawn) | 16% | 18%[59 µM] | -5% | 22% | 1% | -8% | -25% | -10% | -12%
33 | CCS(=O)(=O)N1CCN(C(=O)c2cccs2)CC1 | 6% | 1% | 32%[activator] | 2% | 0% | -16% | -12% | 3% | 4%
34 | Nc1c(C(=O)c2ccc(Cl)cc2)oc2ccccc12 | 3% | ? | 5% | ? | -12% | -2% | -1% | -13% | 7%
35 | CC(C)Oc1ccc(C(=O)NCC(=O)Nc2ccc3c(c2)CCC3)cc1 | 0% | ? | 142%[activator] | nt | nt | nt | 2% | -4% | -2%
36 | O=S(=O)(c1cccc(-c2nnc(SCc3ccc(Cl)cc3)o2)c1)N1CCCCC1 | 0% | -7%[59 µM] | 0% | 4% | -6% | -11% | 4% | -2% | -4%
37 | COc1ccc2nc(NC(=O)C(NS(=O)(=O)c3cccs3)C(C)C)sc2c1 (stereo not drawn) | 10% | 20%[12.7 µM] | -5%[58.9 µM] | 8% | -8% | 8% | -14% | -4% | 8%
38 | COc1ccccc1/C=C/CN1CCC(Oc2ccc(C(=O)N3CCCC3)cc2)CC1 | 42% | 7% | 28% | 15% | -3% | -22% | -28% | -9% | -31%
39 | Cc1cnc(NC(=O)c2ccc(F)c(S(=O)(=O)N3CCOCC3)c2)s1 | 2% | 6%[12.7 µM] | -19% | nt | nt | nt | -16% | 2% | 3%
40 | COC(=O)N1C(=O)[C@@](c2ccccc2)(C2CCCC2)N1C(=O)OC | -17% | nt | ? | 37% | -4% | -15% | 0% | -15% | 2%
41 | COc1cccc(NC(=O)C2CCN(c3nc4ccccc4nc3C(F)(F)F)CC2)c1 | nt | -1%[59 µM] | 16% | -28% | -2% | -6% | -21% | -14% | 4%
42 | CCC(C)[C@H](NC(=O)C1CC(=O)N(c2ccc(OC)cc2)C1)C(=O)NC1CCCC1 (stereo partly drawn) | 45% | 21% | 24% | -20% | 0% | 2% | -15% | -3% | 0%
43 | Brc1ccc2c(c1)C(c1cccs1)=NNC(c1cccnc1)=N2 | -1% | 12% | 7% | 27% | -3% | -12% | 0% | 2% | 4%
44 | CCOC(=O)CSC1=C(C#N)C(c2ccc(F)cc2)C(C(C)=O)=C(C)N1 (stereo not drawn) | -8% | ? | -9% | 8% | 3% | ? | 2% | -7% | 41%[activator]
45 | CC(=O)c1cccc(NC(=O)C(C)n2c(=O)cc(C)c3c(C)nn(-c4ccccc4)c32)c1 (stereo not drawn) | nt | 11%[59 µM] | 18% | -5% | -6% | -8% | -21% | 0% | 0%

# Of the compounds above, 6 contain an aryl thioether with sulfur outside any ring:
item | SMILES | APE1 inh | G9a inh | POLI inh | Pol beta inh | BLM inh | Apoferritin bind | POLH inh | Pol kappa inh | BAZ2B inh
2 | COc1ccc(CNC(=O)CSc2nc3ccccc3nc2Cc2ccccc2)cc1 | nt | 2%[59 µM] | -4% | 1% | -1% | 3% | -6% | -3%[60.1 µM] | 3%
5 | COc1cccc(NC(=O)c2ccc3c(SCC(=O)O)c4c(nc3c2)CCCC4)c1 | 8% | -21% | 25% | -22% | -3% | 1% | -15% | 8% | -24%
11 | CC(C)CNC(=O)CSc1nc2scc(-c3ccccc3)c2c(=O)[nH]1 | -1% | 11µM* | 17% | -29% | -5% | -15% | ? | 11% | -24%
24 | CCn1c(SCC(=O)OC(C)C)nnc1-c1ccccc1OC | 0% | -25% | 14% | 0% | -3% | -6% | -12% | -13% | -16%
26 | CSc1nnc(-c2cc3ccccc3cc2O)n1C | 16% | ? | 8% | 25% | -2% | 45%[activator] | -14% | -7% | -4%
36 | O=S(=O)(c1cccc(-c2nnc(SCc3ccc(Cl)cc3)o2)c1)N1CCCCC1 | 0% | -7%[59 µM] | 0% | 4% | -6% | -11% | 4% | -2% | -4%

# Some of the compounds tested; the hit share may differ from the screen's.
